# KOR beta-arrestin-1: KOR antagonists, beta-arrestin recruitment, cell-based, luminescence, uHTS (AID 1778). KOR beta-arrestin recruitment, luminescence, antagonist mode; higher % means a stronger effect. one-dose inhibition, % at 10 µM; IC50 in µM for titrated hits. hit rate 0.091% among 290,000; note: strong numbers were not always called active
# SIAH1 antagonists: Siah-1 peptide-binding antagonists, primary screen, biochemical, fluorescence polarization, rhodamine-plectin, uHTS (AID 1817); hit rate 0.02% among 290,000; one-dose displacement, % at 20 µM; IC50 in µM for titrated hits; Siah-1 / rhodamine-plectin peptide fluorescence polarization; higher % means a stronger effect;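 active = displacement of at least 50% at 20 µM, with a fluorescence ratio check between 0.3 and a set limit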;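 note: plate controls were Siah plus tracer with DMSO for no effect and tracer alone without Siah for full effect; strong numbers were not always called active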
# PhoP inhibition: PhoP-dependent GFP reporter repression – Salmonella Typhimurium, primary screen (AID 1863); S. Typhimurium PhoP-regulated promoter GFP reporter, 4 h; higher % means a stronger effect; inhibition, % at 50 µM; hits with a dose series show IC50 in µM; hit rate 0.16% among 300,000;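 active = inhibition over 29.93%, a cutoff 3 SD above the screen mean, later confirmed by dose response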;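 note: 0% = low Mg2+ inducing control and 100% = high Mg2+ repressing control; strong numbers were not always called active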
# Myeloid diff MLP: compounds promoting myeloid differentiation; ER-HoxA9 myeloid progenitors, lysozyme-GFP differentiation, flow cytometry; calls only at 10 µM; hit rate 1% among 360,000; AID 624256;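 active = normalized GFP-positive differentiation at or above the plate's own cutoff, the solvent-only control mean plus 3 SD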;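 note: cells exposed to compound for four days before flow analysis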
# HIV peptide binding: cell-free HIV fusion peptide-binding blockers – biochemical, uHTS, fluorescence dequenching, primary screen (AID 1986); hit rate 0.3% among 290,000; inhibition, % at 20 µM; hits with a dose series show IC50 in µM; cell-free peptide binding, fluorescence dequenching, 30 min; higher % means a stronger effect; in the data active = inhibition mostly above about 52%, no sharp cut-off; inactive = mostly below about 76%; note: some results filed as inactive read as strong as hits
# KOR beta-arrestin-2: KOR agonists, beta-arrestin recruitment, primary screen, cell-based, luminescence, uHTS (AID 1777) | KOR beta-arrestin recruitment, luminescence; higher % means a stronger effect | hit rate 0.02% among 280,000 | one-dose activation, % at 10 µM; EC50 in µM for titrated hits; in the data active = activation above about 50%, passing the limit was not always enough; note: a part of the inactive calls stands beside numbers as strong as those of hits
# NOD1 inhibition: inhibition of NOD1-driven NF-kB reporter – cell-based, luminescence, uHTS, primary screen (AID 1578); hit rate 1% among 290,000; inhibition, % at 4 µM, or EC50 in µM where a hit was titrated; NOD1-driven NF-kB luciferase reporter cells, luminescence; higher % means a stronger effect; in the data active = inhibition mostly above about 36%, no sharp cut-off; inactive = mostly below about 34%;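 note: HEK-293T reporter cells stimulated with the NOD1 agonist gamma-tri-DAP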
# NOD2 inhibition: NOD2 signaling inhibitors, cell-based, luminescence, uHTS, HEK293 (AID 1566). HEK293 NOD2/NF-kB luciferase reporter, luminescence; higher % means a stronger effect. hit rate 0.63% among 290,000. inhibition, % at 4 µM, or EC50 in µM where a hit was titrated; note: many of its hits are not listed in these tables
# LYP phosphatase: inhibitors of LYP phosphatase, biochemical, fluorescence intensity, uHTS (AID 1779); recombinant LYP phosphatase, fluorescence intensity; higher % means a stronger effect; inhibition, % at 11.5 µM; hits with a dose series show IC50 in µM; hit rate 0.054% among 290,000;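 note: plate controls were vehicle with enzyme for no effect and no enzyme for full effect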
# Myeloid diff MLP GFP+ MAC1+ %: recorded beside Myeloid diff MLP, whose call it bears; GFP+ MAC1+ double positive, %; measured here: differentiation confirmed by MAC1 staining
# Active calls of the source: *; i = inactive; x = not tested or not shown; [ ] = dose if it differs, or a comment. Cut-off read from the data, not from the text of the source, unless noted: active = inhibition above about 50%; inactive = the rest.
# Fields – NOD1 inhibition, KOR beta-arrestin-2, HIV peptide binding, Myeloid diff MLP GFP+ MAC1+ %, SIAH1 antagonists, PhoP inhibition, NOD2 inhibition, LYP phosphatase, KOR beta-arrestin-1, Myeloid diff MLP
Nn1cnc2scc(-c3ccco3)c2c1=O
    14%, -1.9%, 1.0%, 5.4, 9%, 8%, -7%, -8%, -7%, i
COc1cccc(C2c3[nH]c4ccccc4c3C[C@H]3C(=O)N(CCCO)CC(=O)N23)c1OC (stereo not given in full)
    1%, -2.3%, -0.5%, 0.8, -4%, 8%, 20%, -9%, 7%, i
NS(=O)(=O)c1ccc(CCNC(=O)c2cc(-c3cc(Cl)ccc3O)n[nH]2)cc1
    -6%, -3.1%, -2.1%, 0.2, 6%, -6%, 2%, -3%, 20%, i
O=C(NNc1ccc(Cl)cc1)c1sccc1Cl
    -4%, -1.0%, -2.3%, 0.3, 2%, -9%, -87%, 0%, 0%, i
COc1cc(/C=N/NS(=O)(=O)c2ccc(Br)cc2)ccc1O
    13%, -2.3%, -0.8%, 0.5, 0%, -2%, 31%, -9%, 23%, i
CCOc1ccccc1NC(=O)NC(C)c1ccncc1 (stereo not given)
    -18%, -3.0%, 0.1%, 0.2, 9%, -4%, 11%, -10%, 5%, i
COC(=O)c1cc(OC)cc(O)c1C(=O)c1c(O)cc(C)cc1O
    -3%, -5.5%, 13%, 3.7, -1%, 1%, 15%, -4%, 38%, i
CCc1ccc(OCC(=O)NC(NC(=S)Nc2ccc(Cl)cc2)C(Cl)(Cl)Cl)cc1 (stereo not given)
    27%, 5.0%, 1.6%, 1.1, 6%, 1%, 16%, -6%, 31%, i
Cc1ccc(NC(=O)CN2CCCCCC2)c(Br)c1
    -24%, 4.9%, 0.5%, 1.2, 2%, 13%, -32%, -4%, 15%, i
COc1ccc(CNc2nc3ccccc3n2CCN2CCCCC2)c(OC)c1
    -8%, x, -1.7%, 0.3, -3%, 3%, 2%, -3%, x, i
Cc1nc(-c2ccc(-n3nncc3-c3ccco3)cc2)cs1
    3%, -1.1%, -0.8%, 0.3, -6%, -3%, -10%, -6%, 12%, i
COC(=O)c1ccc(CC(=O)c2c(C)cc(O)cc2O)o1
    -10%, -4.3%, 0.9%, 1.2, -5%, -6%, -1%, -2%, 15%, i
C/C(=C/c1ccccc1)C(=O)N1CCN(c2ccccc2)CC1
    -1%, 1.8%, -1.7%, 2.0, 1%, 1%, 0%, -7%, -7%, i
CC1CCN(C(=O)c2ccc(-n3cnnn3)cc2)CC1
    5%, -6.9%, -3.3%, 0.6, 4%, 4%, 5%, -5%, 18%, i
O=C(NNC(=O)C1CCN(Cc2ccc(Cl)c(Cl)c2)CC1)c1cccs1
    20%, -0.9%, -1.4%, 0.6, 0%, 2%, 11%, -9%, -30%[20 µM], i
O=C(CN(Cc1ccccc1)S(=O)(=O)c1ccc(F)cc1)NCc1ccncc1
    -39%, -2.8%, 1.0%, 3.8, 8%, 1%, 0%, -10%, 7%, i
Cc1cc(NC(=O)COC(=O)CCNS(=O)(=O)c2c(Cl)cccc2Cl)no1
    -19%, -0.6%, 1.6%, 0.8, 3%, 0%, 3%, -8%, -10%, i
CC(=O)NCC(=O)N(C)C(C(=O)Nc1ccc2c(c1)OCCO2)c1ccccc1 (stereo not given)
    -24%, 0.6%, 2.8%, 1.5, 1%, -10%, 16%, 2%, 7%, i
COc1ccc(S(=O)(=O)N(CC(=O)NC(C)C)Cc2ccccc2)cc1
    -9%, 1.4%, 3.1%, 1.0, 3%, 4%, 4%, -2%, 8%, i
Cc1c(C)n(C)c2ccc(C(=O)NCCCN3CCN(c4ccc(F)cc4)CC3)cc12
    7%, 0.3%, -1.7%, 2.5, -2%, 3%, 4%, -12%, -68%, i
O=S(=O)(Nc1ccccc1Cl)c1ccc2[nH]c(=S)oc2c1
    -20%, -1.1%, 5.8%, 0.5, 3%, -9%, -11%, 2%, 23%, i
CNc1c([N+](=O)[O-])ncn1C
    2%, -8.1%, 3.6%, 1.1, -4%, 1%, 20%, -8%, 20%, i
COc1ccc(C2NC(=O)c3sc(=S)n(-c4ccccc4)c3N2)cc1 (stereo not given)
    -6%, -3.5%, 0.2%, 0.9, 0%, 15%, 13%, 3%, -5%, i
O=C(Nc1ccncc1)c1ccc(S(=O)(=O)Nc2ccccc2)cc1
    38%, 6.7%, -2.0%, 0.2, -1%, 2%, -11%, -5%, -59%, i
O=C(NCCCO)/C(=C/c1ccco1)NC(=O)c1ccc(Br)o1
    -12%, 5.4%, 18%, 0.3, 2%, 3%, 4%, -4%, -35%, i
COC(=O)Nc1nnc(CC(=O)Nc2ccccc2C)s1
    -29%, 6.9%, 3.6%, 0.9, -2%, -4%, -1%, 4%, -30%, i
CC(=O)c1cc(C#N)c(SCC(=O)OC(C)C)nc1C
    -26%, -2.9%, 1.0%, 5.4, 1%, 3%, -6%, 2%, 15%, i
Cc1ccc(NCc2nnc(SCC(=O)N3CCCc4ccccc43)o2)c(C)c1
    -11%, -6.9%, 0.5%, 1.7, 1%, -3%, -2%, -3%, -19%, i
CCCCN(CC)CCNC(=O)c1cc2c(=O)n(C)c3ccccc3c2s1
    10%, 1.5%, 2.0%, 0.2, -7%, x, -6%, -6%, -45%, i
Cc1ccc2c(c1)N(C(=O)CCC(=O)Nc1ccccc1Cl)CC(C)O2 (stereo not given)
    -28%, x, 0.0%, 7.4, -1%, x, -6%, -9%, -10%[20 µM], i
Cc1cc(N2CCN(c3ccc(C(F)(F)F)cc3[N+](=O)[O-])CC2)c2ccccc2n1
    29%, -1.3%, -1.5%, 1.0, -1%, 6%, 10%, -4%, -56%, i
O=C1NC(=S)S/C1=C/c1ccc(Oc2cnccn2)cc1
    -31%, 1.4%, 17%, 0.3, 2%, -6%, -24%, 6%, -34%, i
O=C(O)CCc1ccc(-c2ccc(F)cc2)n1CCC(=O)O
    -18%, -4.6%, 11%, 2.9, 9%, -4%, 19%, -3%, 31%, i
COCCNC(=O)C(c1ccc(C)cc1)N(Cc1cccs1)C(=O)CCC(=O)Nc1ccccn1 (stereo not given)
    -35%, 2.2%, 1.4%, 0.3, 9%, -12%, 6%, -4%, -4%, i
CCOc1ccc(N2CC(C(=O)Nc3c(C)n(C)n(-c4ccccc4)c3=O)CC2=O)cc1 (stereo not given)
    -37%, -2.1%, -0.6%, 1.0, 3%, 5%, 9%, -6%, 7%, i
CN(C)c1ccc(-c2nnc(-c3ccccc3F)o2)cc1
    -98%, -6.4%, -1.6%, 0.6, 4%, 8%, -119%, -10%, -26%[20 µM], i
CS(=O)(=O)c1nc(S(=O)(=O)c2ccc(Cl)cc2)c(N2CCCCC2)s1
    16%, -1.5%, 0.9%, 1.4, 1%, -5%, 8%, -8%, -30%, i
O=C(c1ccc(F)cc1)c1cn(Cc2ccc(F)cc2)c2cc3c(cc2c1=O)OCCO3
    -18%, -0.3%, 0.0%, 1.3, 7%, 6%, 12%, 3%, -4%, i
CCOC(=O)/C=C/C(=O)Nc1ccc(S(=O)(=O)N2CCCCCC2)cc1
    -12%, -1.4%, 2.8%, 0.7, 7%, 0%, 5%, 4%, -9%, i
CCCCCCCCCCS(=O)(=O)N/N=C/c1ccc([N+](=O)[O-])cc1
    19%, -2.5%, 26%, 0.7, 1%, 5%, 8%, -1%, -12%, i
CCOC(=O)CN(C(=O)c1ccccc1[N+](=O)[O-])C(C)(C)C
    -4%, -0.5%, 0.7%, 0.8, 0%, -3%, 3%, -7%, 15%, i
CCc1nnc(NC(=O)c2c(O)c3c([nH]c2=O)CCCC3)s1
    -4%, 5.8%, 1.1%, 0.8, -1%, -9%, 10%, -6%, -22%, i
COc1ccccc1-n1c2c(cc(C(=O)N3CCC(C)CC3)c1=O)C(=O)CC(C)(C)C2
    12%, -9.8%, -0.5%, 2.2, 1%, 9%, 6%, -8%, 15%, i
CCOC(=O)C1=C(C)NC2=C(C(=O)CCC2)C1c1cccs1 (stereo not given)
    -4%, 1.0%, -1.5%, 0.1, -1%, 11%, 2%, -2%, -3%, i
S=C(NCc1ccco1)Nc1ccc(N2CCOCC2)cc1
    -18%, -0.5%, 14%, 0.7, -3%, -7%, -3%, -3%, 13%, i
COc1ccc(CNC(=S)N/N=C/c2ccc(OC)c(OC)c2)cc1
    -62%, 0.6%, -2.9%, 0.8, -1%, -6%, -20%, 0%, -22%, i
COc1ccc(C2C(C(=O)/C=C/c3ccco3)=C(O)C(=O)N2CCN2CCOCC2)cc1 (stereo not given)
    -23%, -1.6%, 33%, x, 3%, -11%, 23%, -3%, 12%, x
Cc1cc(C)c2c(=O)[nH]c(SCC(=O)c3ccc(C(C)C)cc3)nc2n1
    12%, -0.3%, 15%, 1.3, 1%, -7%, 38%, -7%, -46%, i
Cc1ccc(C)c(NCC(=O)NNC(=S)Nc2ccccc2)c1
    -9%, -12%, -1.4%, 0.2, 3%, 12%, 0%, 1%, -14%[20 µM], i
CCOc1ccccc1NC(=O)NCc1cccnc1
    -32%, -3.7%, -0.9%, 0.2, 7%, -8%, 0%, -9%, 7%, i
COc1ccc(/C=N/n2cncn2)cc1COc1ccc(NC(C)=O)cc1
    3%, 0.9%, -1.0%, 0.4, -1%, 15%, 6%, -3%, 13%, i
Cc1ccc(S(=O)(=O)n2ccc(-c3cccc(OCc4c(F)cccc4Cl)c3)n2)cc1
    25%, 2.6%, -0.8%, 0.4, 4%, -3%, 5%, 2%, -22%, i
Cc1ccc(SC[C@H](Cc2ccccc2)N2CCN(C)CCC2=O)cc1
    -4%, 5.0%, -1.1%, 2.0, -1%, 4%, -34%, -5%, 36%, i
CN(C(=O)c1ccccc1F)C(c1ccccc1)c1ccccc1
    18%, -6.6%, 1.9%, 2.4, 7%, -3%, -5%, -4%, -4%, i
Cc1ccc(NS(=O)(=O)c2c(C)[nH]c(C)c2C(=O)N2CCCCC2)cc1F
    -24%, 4.7%, 0.7%, 2.5, 2%, -11%, 4%, 6%, -4%, i
O=C(NCc1cccnc1)C(=O)NCC(c1ccco1)N1CCN(c2ccc(F)cc2)CC1 (stereo not given)
    12%, 13%, -1.0%, 1.2, -5%, 5%, 3%, -9%, 12%, i
Cc1onc(-c2ccccc2Cl)c1C(=O)Nc1cccc2cccnc12
    6%, 6.4%, -1.4%, x, 2%, -4%, 26%, -10%, -25%, x
COc1ccc2cc3cc(C(=O)NCCN4CCN(Cc5ccccc5)CC4)oc3nc2c1
    -30%, 1.2%, 1.8%, 0.7, -1%, 0%, -9%, -40%, 7%, i
Cc1onc(-c2c(F)cccc2Cl)c1C(=O)N(C)CCc1ccccn1
    -4%, -0.7%, -0.3%, 0.8, -5%, -1%, 8%, -15%, -5%, i

# An excerpt from the list above, for reference:
# Fields – NOD1 inhibition, KOR beta-arrestin-2, HIV peptide binding, Myeloid diff MLP GFP+ MAC1+ %, SIAH1 antagonists, PhoP inhibition, NOD2 inhibition, LYP phosphatase, KOR beta-arrestin-1, Myeloid diff MLP
O=C(NCc1cccnc1)C(=O)NCC(c1ccco1)N1CCN(c2ccc(F)cc2)CC1 (stereo not given)
    12%, 13%, -1.0%, 1.2, -5%, 5%, 3%, -9%, 12%, i
Cc1onc(-c2ccccc2Cl)c1C(=O)Nc1cccc2cccnc12
    6%, 6.4%, -1.4%, x, 2%, -4%, 26%, -10%, -25%, x

# Some of the compounds tested. The share of hits here may be higher or lower than overall.
